Compound activity (PubChem)
HCV inh: qHTS Assay for Inhibitors of Hepatitis C Virus (HCV) | Huh7.5.1 HCVcc-Cre infection, luciferase reporter, 44 h | Potency, µM (highest dose often 41.8 µM), for the others: at the highest dose activity change, negative = inhibition, most hits filed as inhibitors | hit rate 3.4% among 340,000 | AID 651820, 2012; also: potency is read from the fitted curve at half-maximal effect
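HCVcc-Cre virus at an moi near 0.5 was added right after compound to cells cultured 4 h from seeding (1,000 cells/well). Luciferase activity was determined 44 h later, 15 min after substrate addition at RT.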
AmpC inh no detg: qHTS Inhibitors of AmpC Beta-Lactamase (assay without detergent) | P00811 | AmpC nitrocefin hydrolysis, absorbance 480 nm, 0.0001% Triton | Potency, µM (top dose mostly 57.1 µM), for the others: top-dose activity change, negative = inhibition, hits mostly inhibitors | hit rate 0.52% among 330,000 | AID 485341, 2010;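 also: potency is read from the fitted curve at half-maximal effect; plate controls were no compound for no effect and no enzyme for full effect; nearly all actives have a fitted effect of over 20% in size; some results filed as inactive show a strong effect at the top dose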
Target sequence (P00811 whole entry, looked up): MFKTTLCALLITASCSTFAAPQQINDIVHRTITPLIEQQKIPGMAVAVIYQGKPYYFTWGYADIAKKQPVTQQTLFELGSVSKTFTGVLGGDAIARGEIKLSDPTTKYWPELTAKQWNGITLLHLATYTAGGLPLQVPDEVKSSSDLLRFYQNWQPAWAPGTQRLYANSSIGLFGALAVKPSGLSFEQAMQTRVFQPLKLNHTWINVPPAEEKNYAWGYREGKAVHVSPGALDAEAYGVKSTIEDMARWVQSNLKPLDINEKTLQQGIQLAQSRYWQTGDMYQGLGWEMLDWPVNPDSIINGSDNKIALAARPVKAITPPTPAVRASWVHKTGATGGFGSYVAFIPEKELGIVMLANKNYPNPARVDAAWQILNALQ
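20 mM phosphate pH 7.0 + 0.01% (detergent screen) or 0.0001% Triton X-100; 5.3 nM AmpC reagent; cpd preinc 15 min RT; nitrocefin (800 uM stock) to start; A480 q20 s × 4 min; Activity was normalised to no-enzyme and no-compound control wells.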
FBPA Giardia inh: qHTS Assay for Inhibitors of Fructose-1,6-bisphosphate Aldolase from Giardia Lamblia; Potency, µM (top dose mostly 59.6 µM), without a hit: at the highest dose activity, negative = inhibition, most hits filed as inhibitors; hit rate 0.71% among 290,000; purified Giardia FBPA; A8B2U2; also: potency is read from the fitted curve at half-maximal effect; nearly all actives have a fitted effect of over 55% in size
Target sequence (A8B2U2 whole entry, looked up): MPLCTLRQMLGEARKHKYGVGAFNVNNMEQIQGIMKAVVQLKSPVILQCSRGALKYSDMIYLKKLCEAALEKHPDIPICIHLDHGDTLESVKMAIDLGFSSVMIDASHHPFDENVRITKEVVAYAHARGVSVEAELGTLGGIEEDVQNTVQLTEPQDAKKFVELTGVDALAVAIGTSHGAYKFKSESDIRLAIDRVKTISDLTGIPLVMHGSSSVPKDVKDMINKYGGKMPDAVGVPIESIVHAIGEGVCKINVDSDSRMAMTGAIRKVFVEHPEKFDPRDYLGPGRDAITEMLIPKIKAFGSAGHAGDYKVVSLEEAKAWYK
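40 nM FBPA preincubated 10 min at RT with compound (up to 57.5 uM final), then substrate plus GAPDH/TPI/NAD/arsenate coupling and diaphorase/resazurin added. Fluorescence read after 20 min at RT, 525/598 nm.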
Sm TGR block: qHTS Assay for the Inhibitors of Schistosoma Mansoni Peroxiredoxins; Schistosoma mansoni thioredoxin glutathione reductase (TGR), Q962Y6; purified TGR, DTNB reduction, TNB absorbance 405 nm; Potency, µM (titrated, usually from 114 µM), for inactives: at the top dose activity change, negative = inhibition, usual class: inhibitors; hit rate 3% among 360,000; also: potency is read from the fitted curve at half-maximal effect; nearly all actives have a fitted effect of over 60% in size
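TGR 20 nM + NADPH 100 uM (dispensed conc.), cpd preinc 15 min RT; start with NADPH (500 uM addition) then DTNB (15 mM addition). Kinetic TNB absorbance, 405 nm filter. Four-parameter Hill fit across titration.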
HCMV antiviral: qHTS Assay for inhibitors of the human cytomegalovirus (HCMV) | HFF cells, HCMV-luciferase reporter, 72 h; stronger effect = lower value | AID 1259415, 2018 | activity change, negative = inhibition, % at 57.5 µM | hit rate 4.5% among 410,000; in the data active = activity change below about -60%; inconclusive = no clear call, values can overlap the other calls; inactive = above about -39%
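Compounds were evaluated in HFFs infected with an HCMV luciferase reporter virus (MOI 1 PFU/cell). Luciferase in lysates collected 72 h post infection served as the replication measure.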
AmpC detergent: qHTS Inhibitors of AmpC Beta-Lactamase (assay with detergent). P00811. AmpC hydrolysis of nitrocefin, absorbance 480 nm, 0.01% Triton. Potency, µM (highest dose often 114 µM), for inactives: top-dose activity change, negative = inhibition, usual class: inhibitors. hit rate 0.041% among 370,000;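 also: potency is read from the fitted curve at half-maximal effect; 0% = no-compound wells and -100% = no-enzyme wells; nearly all actives have a fitted effect of over 25% in size; some results filed as inactive show a strong effect at the top dose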
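20 mM phosphate pH 7.0 + 0.01% (detergent screen) or 0.0001% Triton X-100; 5.3 nM AmpC reagent; cpd preinc 15 min RT; nitrocefin (800 uM stock) to start; A480 q20 s × 4 min; Activity was normalised to no-enzyme and no-compound control wells.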
Active calls of the source: *; ? = inconclusive; . = no result given; & = joins results of further samples; [ ] = another dose, or the depositor's remark. Unless noted, calls follow the shape of the dose curve; as a rule, active = well fitted curve in the direction sought with a large enough effect; inconclusive = small, poorly fitted or top-dose-only effect, or another doubt; inactive = no such curve, though single readings can be large; an effect the other way counts as inactive or inconclusive. Unless noted, % is scaled to controls: 0 for no effect and ±100 for the full control effect. Compounds were not picked by outcome, and some 9.9% of all compounds hit somewhere here.

SMILES	HCV inh	AmpC inh no detg	FBPA Giardia inh	Sm TGR block	HCMV antiviral	AmpC detergent
CCN(CC(=O)Nc1ccc(NC(C)=O)cc1)C(=O)C(c1ccccc1)c1ccccc1	-7%	28%	0%	3%	-21	-3%
CCOc1ccc(S(=O)(=O)Nc2ccc(C(=O)NCC(c3ccco3)N(C)C)cc2)cc1 (stereo not drawn)	.	-2%	11%	-16%	9	-1%
COc1ccccc1CNC(=O)C(=O)NCC(c1ccc2c(c1)OCO2)N1CCOCC1 (stereo not drawn)	.	.	.	12%	-3	3%
Nc1c([N+](=O)[O-])cc(F)c(N2CCNCC2)c1Br	?	-12%	2%	11%	?	6%
COc1ccc(-c2nnc(SCC(=O)N(Cc3ccccc3)C(C)(C)C)o2)cc1OC	?	-3%	-7%	-2%	-95*	4%
O=C(Nc1ccc(NS(=O)(=O)c2ccccc2)cc1)c1ccccc1Cl	?	-32%	.	.	10	.
COc1cccc2cc(C(C)N(CCCN3CCOCC3)C(=O)Nc3ccc(Cl)cc3)oc12 (stereo not drawn)	?	189%[activator]	0%	-21%	3	-3%
O=C(CSc1nnc(-c2ccccc2)c(-c2ccccc2)n1)Nc1ccccc1Cl	.	.	.	4%	-28	-2%
COc1ccccc1CC(=O)NCCN1CCCCC1	1%	-6%	3%	6%	10	-11%
Nc1nnc(Sc2ccc(Cl)cc2[N+](=O)[O-])s1	3%	-4%	5%	-1%	?	-12%

Exported as comma-separated lines: part of the list above.
molecule,HCV inh,AmpC inh no detg,FBPA Giardia inh,Sm TGR block,HCMV antiviral,AmpC detergent
CCN(CC(=O)Nc1ccc(NC(C)=O)cc1)C(=O)C(c1ccccc1)c1ccccc1,-7%,28%,0%,3%,-21,-3%
CCOc1ccc(S(=O)(=O)Nc2ccc(C(=O)NCC(c3ccco3)N(C)C)cc2)cc1 (stereo not drawn),.,-2%,11%,-16%,9,-1%

Next section.
SMILES	HCV inh	AmpC inh no detg	FBPA Giardia inh	Sm TGR block	HCMV antiviral	AmpC detergent
CCCC(=O)NC(=S)Nc1cccc(NC(=O)c2ccccc2)c1	?	-28%	-7%	?	?	1%
Cc1ccc(-c2nc3cc(Cl)ccc3o2)cc1NC(=O)COc1ccc(F)cc1	.	.	.	-3%	40	17%
CN(C)S(=O)(=O)c1cccc(NC(=S)NCc2ccc3c(c2)OCO3)c1	?	-44%	-7%	?	-3	0%
CS(=O)(=O)Nc1ccc(C2=NN(C(=O)C3CCCCC3)C(c3cccs3)C2)cc1 (stereo not drawn)	5%	7.1µM*	-2%	-1%	-62*	-15%
CC(CCc1ccccc1)NC(=O)c1ccc(Br)cc1 (stereo not drawn)	-19%	-26%	13%	2%	22	-9%
COC(=O)c1[nH]c2ccc(F)cc2c1NS(=O)(=O)c1ccc(F)c(C)c1	8%	2%	-3%	-10%	29	-2%
CC(Cc1c[nH]c2ccccc12)C(=O)N1CCN(c2ccccc2F)CC1 (stereo not drawn)	9%	37%	3%	5%	53	3%
COc1c(Cl)cccc1-c1cn2ccc(C)cc2n1	?	6%	?	-1%	51	2%
O=C(NCCc1ccccc1)c1ccc2c(c1)S(=O)(=O)N=C1CCCCCN12	5%	-33%	.	-7%	-3	-6%
CC1CCCC(C)N1C(=O)COC(=O)c1ccccc1O (stereo not drawn)	0%	-4%	.	.	-19	.
COc1ccc(CCNC(=O)C/C(C)=N/NC(=O)C(c2ccccc2)c2ccccc2)cc1OC	6%	93%[activator]	-1%	-11%	-15	7%
CCCOc1ccc(C(=O)NCc2ccco2)cc1	2%	-19%	2%	1%	71	-2%
O=C(NNc1c(Cl)cccc1Cl)C1CCC1	15%	-8%	-8%	-11%	-4	0%
CC(C)Cn1c(=O)c2ccccc2n2c(CCC(=O)NC3CCN(Cc4ccccc4)CC3)nnc12	?	1%	.	-2%	-29	-3%
Cn1c(-c2ccccc2[N+](=O)[O-])[n+](C)c2ccccc21	-5%	-11%	0%	15%	-16	-3%
CNC(=S)N1N=C(c2ccc(Br)cc2)CC1c1ccc(Br)cc1 (stereo not drawn)	?	-31%	3%	-8%	18	3%
COc1ccc(CN2CCNC(=O)C2CC(=O)N(C)CCC2CCOCC2)cc1OC (stereo not drawn)	16%	22%	.	?	26	?
CC1(C(=O)OCc2cc(=O)n3cc(Br)ccc3n2)CC1(Cl)Cl (stereo not drawn)	-5%	-14%	-2%	-1%	22	5%
NS(=O)(=O)c1ccc(CCNC(=O)COC(=O)C2CCN(c3ccc(C(F)(F)F)cn3)CC2)cc1	6%	7%	.	3%	0	4%
CCCNC(=O)C1CCC(Cn2c(=O)c3sccc3n(CC(=O)N(CC)CC)c2=O)CC1 (stereo not drawn)	.	.	.	1%	12	10%
Cc1ccccc1CNC(=O)C1CCC(=O)N(C2CCCCCC2)C1 (stereo not drawn)	0%	-1%	7%	-6%	57	-3%
COc1ccccc1Nc1ncccc1C(=O)NCc1ccccc1	-2%	-5%	-6%	-7%	29	-4%
C=CCNC(=O)c1cccc(C(F)(F)F)c1	5%	-1%	5%	2%	16	?
COc1ccc(CNc2nc3ccccc3c3nc(-c4ccccc4)nn23)cc1	.	.	.	11%	2	-8%
CCN(c1ccccc1)S(=O)(=O)c1ccc(NC(=O)c2cc(=O)c3ccccc3o2)cc1	.	.	.	9%	-25	3%
O=C(NCc1cccnc1)c1cn(-c2ccccc2)nc1-c1cccs1	-16%	12%	6%	0%	13	?
O=C(COC(=O)/C=C/c1cccc(F)c1)Nc1cccc(S(=O)(=O)NC2=NCCCCC2)c1	15%	-11%	.	.	5	.
Cc1ccc(NC(=O)CSc2ccc(-c3ccco3)nn2)c(C)c1	-19%	-33%	1%	28µM*	-13	-9%
C[C@H](NC(=O)c1ccccc1Cl)C(=O)OCCOc1cccc(Cl)c1	14%	0%	-2%	-1%	21	-7%
O=C(O)C1=C[C@@H](c2coc3ccccc3c2=O)C[C@@H](OCCCCO)O1	7%	-2%	-10%	-15%	-18	-2%
CCc1nc2ccccc2c(C(=O)Nc2cccc(C)c2)c1C	7%	-5%	-4%	3%	-36	-1%
Cc1cc2c(cc1C)[n+](C)cn2CC(O)COCc1ccccc1 (stereo not drawn)	-2%	3%	-4%	3%	-37	-8%
COc1ccc(-n2c(SCC(=O)Nc3cccc(S(N)(=O)=O)c3)nc3ccccc3c2=O)cc1OC	-4%	8%	-12%	9%	-30	1%
Cc1nn(C)c2c1c(-c1ccccc1)cc(=O)n2Cc1ccc(Br)cc1F	.	.	.	9%	11	4%
Cc1nc(Nc2ccccc2O)c2oc3ccccc3c2n1	5%	-9%	-22%	-4%	-24	-6%
COc1ccc(S(=O)(=O)NCCC(=O)OCc2cc(=O)oc3cc(C)ccc23)cc1[N+](=O)[O-]	-3%	-40%	.	0%	-16	?
CCCCCC(=O)Nc1cccc(C2=NOC3(C2)C[C@@H](C(N)=O)N(C(=O)c2cc([N+](=O)[O-])cc([N+](=O)[O-])c2C)C3)c1 (stereo partly drawn)	?	126%[activator]	-13%	8%	47	0%
COc1ccc(CCNC(=O)c2ccc(NC(=O)CC3SC(N4CCCC4)=NC3=O)cc2)cc1 (stereo not drawn)	6%	-10%	.	-4%	-13	7%
COc1ccc(C(=O)Nc2cccc(-c3ccc(N4CCOCC4)nn3)c2)cc1OC	-26%	?	.	4%	143	?
Cc1ccc(-c2nc(-c3ccccn3)no2)cc1	?	-8%	6%	5%	-91*	-2%
CCOC(=O)c1c(C)n(-c2ccc(C)cc2)c2ccc(OCC(O)CN3CCN(C)CC3)cc12 (stereo not drawn)	?	208%[activator]	-17%	-5%	?	2%
O=C(C1COc2ccccc2O1)N(Cc1cccnc1)c1nc2c(F)cccc2s1 (stereo not drawn)	.	.	.	-12%	0	2%
COc1cc2c(cc1OC)C(COc1ccc3c(C)cc(=O)oc3c1)N(C(=O)Cc1ccccc1)CC2 (stereo not drawn)	.	.	.	3%	26	10%
COCCN1CCn2c(nc3cc(Nc4nnc(C)c5ccccc45)ccc32)C1	2%	14%	?	-4%	-10	-6%
O=C(COC(=O)c1cnccn1)c1ccccc1	37%[activator]	-8%	4%	7%	43	?
Cc1c(Cl)cccc1-c1ccc(C(=O)N2CCN(c3ccc([N+](=O)[O-])cc3)CC2)o1	?	-19%	-11%	-13%	-26	?
CCOc1cc(/C=N/Nc2nc(=O)[nH]nc2C)ccc1O	-3%	-26%	?	0%	-29	-17%
CCC(=O)c1ccc(OCC(=O)OCC(=O)Nc2c(C)n(C)n(-c3ccccc3)c2=O)cc1	-22%	-7%	.	4%	35	-4%
CN(C)C(/C=C/Nc1ccc([N+](=O)[O-])cc1)=C(C#N)C#N	-11%	-8%	-5%	0%	-23	-9%
CC(OC(=O)c1ccc(NC(=O)CC#N)cc1)C(=O)NC(c1ccccc1)c1ccccc1 (stereo not drawn)	8%	-38%	.	.	-30	.
New compounds follow
SMILES	HCV inh	AmpC inh no detg	FBPA Giardia inh	Sm TGR block	HCMV antiviral	AmpC detergent
CCOC(=O)C1CCCCN1Cc1cc(Cl)ccc1O (stereo not drawn)	3%	4%	-10%	-26%	27	?
CCOc1ccc(CNCc2c(C(=O)O)c(C)n(Cc3cccc(OC)c3)c2C)cc1OC	.	.	.	-4%	-14	-3%
COc1ccc(C(=O)c2ccc(Cl)cc2)c2ccccc12	-8%	-34%	-5%	7%	6	-7%
CCOC(=O)CSc1ncc(-c2ccc([N+](=O)[O-])cc2)[nH]1	12%	-16%	-7%	-9%	?	8%
CC(C)Oc1ccc(CCNC(=O)CC2C(=O)NCCN2C)cc1 (stereo not drawn)	?	5%	2%	-23%	8	-2%
CS(=O)(=O)N1CCN(c2ccc([N+](=O)[O-])c(NCCN3CCOCC3)c2)CC1	12%	-6%	-2%	1%	17	5%
CC(C)(C)C(=O)COC(=O)c1ccc(O)cc1	0%	-12%	5%	1%	15	?
COc1ccc(NC(=O)/C(C#N)=C/C=C/c2ccco2)cc1	?	-16%	-9%	-26%	-31	-7%
CN(Cc1ccco1)Cc1ccc(O)c2ncccc12	.	-7%&-12%	.	0.71µM*	.	-12%

Record cards, as listed above:
Entry for COc1ccc(C(=O)c2ccc(Cl)cc2)c2ccccc12 → HCV inh = -8%; AmpC inh no detg = -34%; FBPA Giardia inh = -5%; Sm TGR block = 7%; HCMV antiviral = 6; AmpC detergent = -7%
Entry for CS(=O)(=O)N1CCN(c2ccc([N+](=O)[O-])c(NCCN3CCOCC3)c2)CC1 → HCV inh = 12%; AmpC inh no detg = -6%; FBPA Giardia inh = -2%; Sm TGR block = 1%; HCMV antiviral = 17; AmpC detergent = 5%
